# FLuc modulator: qHTS profiling assay for firefly luciferase inhibitor/activator using purifed enzyme and Km concentrations of substrates (counterscreen for miR-21 project) | purified FLuc, Km substrates, luminescence inhibition | Potency, µM (top dose mostly 57.5 µM), inactives show at the highest dose activity change, negative = inhibition, hits mostly inhibitors | 6.9% of 360,000 active;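 also: potency is read from the fitted curve at half-maximal effect; plate controls were vehicle for no effect and reference inhibitor for full effect; nearly all actives have a fitted effect of over 55% in size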
#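 Purified P. pyralis luciferase (10nM final) with 10uM D-luciferin and 10uM ATP (Km levels) in 50mM Tris acetate pH 7.5, 10mM Mg acetate, 0.01% Tween-20, 0.05% BSA; qHTS 6-point titration, ~60 µM downward; luminescence read.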
# Rab9 prom act: qHTS Assay for Rab9 Promoter Activators; 2.8% of 320,000 active; AID 485297, 2010; Potency, µM (highest dose often 9.22 µM), for the others: at the top dose activation, negative = inhibition, actives largely listed as activators; Huh7 Rab9 promoter-luciferase reporter, luminescence, 24 h; also: potency is read from the fitted curve at half-maximal effect; % of control where 0% means no effect; nearly all actives have a fitted effect of over 60% in size
#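 Promoter activation is measured as luciferase luminescence in Huh7 cells stably transfected with a Rab9 promoter–luciferase construct, following 24 h compound exposure at 37 °C and 10 min reagent incubation at ambient temperature.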
# Tb PFK block: qHTS Assay to Find Inhibitors of T. brucei phosphofructokinase; 0.17% of 330,000 active; Potency, µM (doses to about 57.5 µM), inactives show at the top dose activity, negative = inhibition, most hits filed as inhibitors; T. brucei PFK, ADP-Glo luminescence; ATP-dependent 6-phosphofructokinase (Trypanosoma brucei brucei), O15648;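 also: potency is read from the fitted curve at half-maximal effect; 0% = uninhibited 1x PFK enzyme wells and -100% = no-enzyme wells; nearly all actives have a fitted effect of over 60% in size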
#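 Compounds were pin-transferred as a titration series up to 57 uM into substrate buffer (0.5 mM F6P, 0.1 mM ATP, pH 8.0), then 1.25 nM PFK was added and reactions ran 45 min before ADP-Glo detection.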
# NPC1 prom act: qHTS Assay for NPC1 Promoter Activators | Huh7 NPC1 promoter luciferase reporter, 24 h | Potency, µM (series often up to 9.22 µM), without a hit: at the highest dose activation, actives largely listed as activators | 2.4% of 320,000 active | AID 485313, 2010;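 also: potency is read from the fitted curve at half-maximal effect; % of control where 0% means no effect; nearly all actives have a fitted effect of over 60% in size; reporter is driven by a mutant NPC1 promoter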
#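 Cells: Huh7 expressing luciferase under the NPC1 promoter, 1500/well. Seeded 2 h, compound added, incubated 24 h at 37 °C. Luciferase reagent, 10 min ambient, then luminescence.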
# VP16 counter: VP16 counterscreen qHTS for inhibitors of ROR gamma transcriptional activity; Drosophila S2 Gal4-VP16 UAS-luciferase, luminescence, 20 h; Potency, µM (titrated, usually from 53.6 µM), without a hit: at the top dose activity, negative = inhibition, usual class: inhibitors; 3.5% of 310,000 active; AID 2546, 2010;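 also: Gal4-VP16 expression switched on by copper sulfate through the metallothionein promoter; potency is read from the fitted curve at half-maximal effect; % is scaled to controls: 0 for no effect and ±100 for the full control effect; nearly all actives have a fitted effect of over 50% in size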
# RORgamma inh: qHTS for inhibitors of ROR gamma transcriptional activity | Potency, µM (titrated, usually from 53.6 µM), for inactives: top-dose activity change, negative = inhibition, usual class: inhibitors | Drosophila S2 Gal4-RORgamma UAS-luciferase reporter, 20 h | Nuclear receptor ROR-gamma (Mus musculus), P51450 | 5.4% of 310,000 active | AID 2551, 2010; also: potency is read from the fitted curve at half-maximal effect; % is scaled to controls: 0 for no effect and ±100 for the full control effect; nearly all actives have a fitted effect of over 60% in size
#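 Drosophila Schneider cells stably carrying a metallothionein-driven Gal4 DBD–ROR gamma fusion and a UAS-Photinus luciferase reporter were exposed to compound for 1 hr, then induced with copper sulfate (700 uM final) for 20 hr at ambient temperature before luminescence reading.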
# p53 reactivator: qHTS assay for re-activators of p53 using a Luc reporter; Potency, µM (series often up to 92.2 µM), for inactives: at the highest dose activity change, positive = activation, actives largely listed as activators; AID 504706, 2011; H1299 p53-A138V BP100-luciferase reporter, luminescence, 24 h; 0.063% of 320,000 active; also: potency is read from the fitted curve at half-maximal effect; % of control where 0% means no effect; nearly all actives have a fitted effect of over 45% in size
#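 p53-null H1299 cells stably carrying temperature-sensitive p53-A138V and a BP100-luciferase reporter were pinned with compounds (4-point, 1:5 series) and held 24 hrs at 37 deg C. Luminescence was read 10 min after detection reagent.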
# ELG1 genotoxic: qHTS screen for small molecules that induce genotoxicity in human embryonic kidney (HEK293T) cells expressing luciferase-tagged ELG1. HEK293T ELG1-luciferase reporter, luminescence, 16 h. AID 504466, 2011. Potency, µM (series often up to 46 µM), for inactives: at the highest dose activity change, positive = activation, actives largely listed as activators. 1.3% of 330,000 active; also: potency is read from the fitted curve at half-maximal effect; % of control where 0% means no effect; nearly all actives have a fitted effect of over 60% in size
#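 HEK293T cells expressing luciferase-tagged ELG1 were treated with compound or DMSO for 16 hr at 37°C. Luciferase activity was then read after 30 min with ONE-Glo at room temperature; rising signal flags genetic stress.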
# TRPV1 ag: HTS Assay for Compounds that Act as Agonists of the Vanilloid Receptor 1; activation, % at 8.33 µM; 0.19% of 320,000 active; Transient receptor potential cation channel subfamily V member 1 (Homo sapiens), Q8NER1; TRPV1-expressing cells, Fluo-8 calcium influx, agonist mode; in the data active = activation above about 80%; inconclusive = between about 30% and that limit; also: 0% is about no effect
# Target sequence (Q8NER1 whole entry, looked up): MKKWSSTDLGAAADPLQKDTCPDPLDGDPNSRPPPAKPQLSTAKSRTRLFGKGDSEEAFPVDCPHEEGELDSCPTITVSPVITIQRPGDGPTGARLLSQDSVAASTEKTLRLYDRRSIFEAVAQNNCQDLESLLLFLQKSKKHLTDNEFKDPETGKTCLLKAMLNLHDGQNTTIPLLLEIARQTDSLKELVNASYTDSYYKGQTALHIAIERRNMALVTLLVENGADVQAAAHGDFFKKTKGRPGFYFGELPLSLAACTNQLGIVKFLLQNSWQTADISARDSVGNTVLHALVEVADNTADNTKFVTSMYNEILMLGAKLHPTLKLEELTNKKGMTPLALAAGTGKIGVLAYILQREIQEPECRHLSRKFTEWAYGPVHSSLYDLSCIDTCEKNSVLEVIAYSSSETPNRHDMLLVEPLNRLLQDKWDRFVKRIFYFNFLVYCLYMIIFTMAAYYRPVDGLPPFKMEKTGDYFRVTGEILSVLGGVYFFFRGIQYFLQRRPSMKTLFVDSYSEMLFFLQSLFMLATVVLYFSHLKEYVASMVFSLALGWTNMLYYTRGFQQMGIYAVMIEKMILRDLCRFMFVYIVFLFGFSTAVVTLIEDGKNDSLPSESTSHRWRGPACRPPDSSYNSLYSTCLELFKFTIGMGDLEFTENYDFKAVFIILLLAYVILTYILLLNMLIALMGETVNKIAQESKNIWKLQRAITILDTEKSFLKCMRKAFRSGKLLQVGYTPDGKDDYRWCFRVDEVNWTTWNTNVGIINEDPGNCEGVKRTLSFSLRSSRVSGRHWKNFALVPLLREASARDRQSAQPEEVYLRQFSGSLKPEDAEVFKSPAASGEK
#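 Cells expressing TRPV1 were dye-loaded with Fluo-8 and read kinetically: 10 s baseline, 3 min after compound (agonist portion), then 2 min after EC20 capsaicin (allosteric enhancer portion). Calcium-bound dye fluorescence at 480/520 nm.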
# BRCA1 expr up: qHTS Assay to Identify Small Molecule Activators of BRCA1 Expression; MCF7-BRCA1-FFLuc reporter, luminescence, 48 h; response scale: scaled: vehicle 0%, 10 µM genistein 100%; Potency, µM (top dose mostly 46.1 µM), for the others: top-dose activation, most hits filed as activators; 1.1% of 380,000 active; AID 624202, 2012; also: potency is read from the fitted curve at half-maximal effect; nearly all actives have a fitted effect of over 80% in size; some results filed as inactive show a strong effect at the top dose
#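 First, MCF7-BRCA1-FFLuc cells (2000/well) attach for 2 h; next, compounds are pin-added and incubated 48 h at 37 °C; finally, luciferase reagent is added and luminescence read after 15 min.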
# ELG1 repair inh: qHTS screen for small molecules that inhibit ELG1-dependent DNA repair in human embryonic kidney (HEK293T) cells expressing luciferase-tagged ELG1 | HEK293T ELG1-luciferase reporter, luminescence, 16 h; DNA damage induced by 5-fluorouridine | Potency, µM (top dose mostly 46.1 µM), for the others: top-dose activity change, negative = inhibition, hits mostly inhibitors | AID 504467, 2011 | 2.3% of 330,000 active; also: potency is read from the fitted curve at half-maximal effect; % is scaled to controls: 0 for no effect and ±100 for the full control effect; nearly all actives have a fitted effect of over 55% in size
#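 DMSO vehicle served as the neutral condition. Each well held 2,000 cells given 5-fluorouridine plus compound; after 16 hr at 37 °C/5% CO2, ONE-Glo was added and luciferase measured 30 min later.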
# Active calls of the source: *; ? = inconclusive; . = not tested or not shown; & = joins results of further samples; ! = a repeat was not active; [ ] = dose if it differs, or a comment. Unless noted, calls follow the shape of the dose curve; as a rule, active = well fitted curve in the direction sought with a large enough effect; inconclusive = small, poorly fitted or top-dose-only effect, or another doubt; inactive = no such curve, though single readings can be large; an effect the other way counts as inactive or inconclusive.
SMILES,FLuc modulator,Rab9 prom act,Tb PFK block,NPC1 prom act,VP16 counter,RORgamma inh,p53 reactivator,ELG1 genotoxic,TRPV1 ag,BRCA1 expr up,ELG1 repair inh
CC1=C(/C=C/C(C)=C/C=C/C(C)=C/C(=O)O)C(C)(C)CCC1,-6%,-11%[46.1 µM],0%,7%[46.1 µM],-4%&-15%&-14%&-23%,5µM*!,18%,4%,-5,-12%,21%
O=C(NCC1CCOCC1)c1ccc(OC2CCN(Cc3ccccn3)CC2)cc1,-2%,-14%,4%,-5%,0%,-16%,-4%,-3%,0,34%,12%
O=C(O)c1ccc(-n2cccc2)cc1O,?,1%,4%,-5%,4%,12%,11%,2%,-4,36%,6%
C/C(CC(=O)NCc1ccco1)=N\NC(=O)Cc1ccccc1,0%,-2%,3%,-4%,12%,?,-7%,1%,-3,3%,15%
S=C(c1ccccc1)N1CCCc2ccccc21,2%,2%,1%,0%,-9%,-32%,0%,-1%,-4,-4%,-4%
O=C(N/N=C\c1cn(-c2ccccc2)nc1-c1ccccc1)c1ccc2c(c1)OCO2,4.8µM*,-1%,-4%,5%,?,1.8µM*,3%,0%,3,25%,?
Oc1ccccc1C=NCCCCCCN=Cc1ccccc1O,6%,1%,-5%,-2%,-6%,1%,4%,-2%,6,-1%,-13%
CC(=O)N1CCN(CC(=O)Nc2c(Cl)cc(Cl)cc2Cl)CC1,0%,1%,-4%,-1%,-6%,-1%,0%,-4%,1,0%,9%
CCOC(=O)c1[nH]c(C)c(C(=O)OCC(=O)N(Cc2ccccc2)C(C)C)c1C,7%,3%,0%,-1%,.,.,-12%,-4%,6,-16%,?
NS(=O)(=O)c1ccc(CNC(=O)c2ccncc2)cc1,3%,8%,-9%,0%,-6%,-21%,11%,1%,-2,19%,7%
Cc1ccc(S(=O)(=O)c2cn(C)c3cc(N4CCOCC4)c(F)cc3c2=O)cc1,1%,-2%,-2%,2%,4%,10%,2%,0%,2,1%,0%
Cc1ncc(CO)c2cc(S(=O)(=O)c3ccc(F)cc3)c(=O)oc12,0%,3%,28%,-3%,4%,71%,-11%,4%,3,-7%,5%
CC1(C)CNC(=O)c2sc(N3CCCCC3)nc2C1,15µM*,22%,0%,13%,19%,36%,?,?,1,52%,?
CN1C(=O)NC(c2cccc([N+](=O)[O-])c2)C2=C1CCCC2=O (centres undefined),1%,-1%,0%,-3%,-1%,-14%,-3%,-3%,-2,3%,1%
Cc1ccc(NC(=O)Cc2cccs2)cc1Cl,19µM*,?,-1%,25%,?,23%,?,10%,?,11µM*,?
N#Cc1ccc(CN2CCN(C(=O)C3CC(=O)N(c4ccccc4F)C3)CC2)cc1 (centres undefined),.,.,3%,.,.,.,1%,-3%,.,0%,?
COCCCn1c(C)nnc1SCC(=O)Nc1ccc(C(C)=O)cc1,-2%,4%,1%,2%,5%,25%,.,4%,-3,-33%,?
CCOC(=O)c1c(C)[nH]c(NC(=O)N2CCOCC2)c1C,-2%,-6%,1%,0%,4%,13%[10 µM],-3%,1%,-2,-2%,5%
Cc1ccnc(NC(=O)c2ccc3c(c2)C(=O)N(CC(C)C)C3=O)c1,0%,0%,1%,8%,0%,-25%,8%,12%,3,18%,7%
COc1cccc(/C=C2\Oc3cc(OC(=O)N4CCOCC4)ccc3C2=O)c1,6µM*,22%,-2%,20%,-6%,-19%,-3%,5%,10,6%,0%
COc1ccc(C(=O)Nc2ccc(Cl)cn2)cc1S(=O)(=O)N1CCCC1,-8%,-2%,15%,-1%,.,.,-2%,-3%,-3,7%,-7%
COc1ccc(NC(C)=O)cc1S(=O)(=O)Nc1ccc(C(=O)N2CCCC2)cc1,-1%,1%,-7%,-6%,-16%,-17%,1%,0%,-1,-3%,3%
Cc1ccc(NC2CC(C)NC(=S)N2)cc1 (centres undefined),3%,-2%,-4%,2%,-3%,-19%,0%,7%,-1,-4%,?
COc1ccc(CCNC(=O)COC(=O)C2CC2C)cc1OC (centres undefined),2%,-7%,0%,-1%,.,.,-5%,3%,0,9%,-5%
O=C(OCc1cccc([N+](=O)[O-])c1)c1cc(=O)[nH]c2ccccc12,0%,-5%,0%,-3%,4%,-1%,5%,3%,-3,.,3%

# Other compounds follow:
SMILES,FLuc modulator,Rab9 prom act,Tb PFK block,NPC1 prom act,VP16 counter,RORgamma inh,p53 reactivator,ELG1 genotoxic,TRPV1 ag,BRCA1 expr up,ELG1 repair inh
Fc1ccc(NC(=S)NCc2cccs2)cc1,-10%,1%,-10%,9%,28µM*,11µM*,16%,-2%,?,-8%,2%
CCOC(=O)c1c(C)nn(-c2ccc(NC(=O)c3cccs3)cc2)c1C,-10%,-9%,-3%,-10%,-11%,2%,-27%,-24%,3,2%,?
COc1ccc(CC(=O)Nc2ccc(N3CCOCC3)cc2)cc1OC,6%,-5%,0%,-2%,4%,13%,-1%,-9%,4,0%,-15%
C1CSC2(N1)C1CC3CC(C1)CC2C3 (centres undefined),-4%,2%,-1%,1%,-5%,-18%,?,-1%,2,-16%,19%
Clc1ccc(NCc2cccnc2)c(Cl)c1,-19%,-4%,?,1%,-13%,1%,-2%,4%,-5,33%,-3%
CCOC(=O)c1cnn(-c2nc(-c3ccccc3)cs2)c1C(F)(F)F,?,-3%,-4%,-5%,3%,21%,-4%,0%,11,5%,0%
CCC[C@@H](CN1CCC[C@H]1CN1C(N)=NC[C@H]1C(C)C)N1C[C@@H](Cc2ccccc2)N(CCCC2CCCC2)C1=N,.,.,-2%,.,.,.,-9%,0%,.,1%,?
CC(C)(C)c1cc(C(c2cccnc2)N2CCN(CCO)CC2)cc(C(C)(C)C)c1O (centres undefined),-4%,-2%,-3%,-1%,18µM*,13µM*,-10%,?,?,-106%[inhibitor],-2%
CC12CCC(=O)N1C(C(=O)N1CCN(S(=O)(=O)c3cccc(C(F)(F)F)c3)CC1)CS2 (centres undefined),0%,-2%,-2%,0%,.,.,0%,2%,28,-9%,0%
Cc1nn(-c2ccc(Cl)cc2)c(Cl)c1/C=C(\C#N)C(N)=O,5%,1%,-1%,0%,7%,-1%,0%,7%,3,-58%,?
COc1ccc(N(C(=O)c2ccco2)C(C(=O)NC2CCCC2)c2cccs2)c(OC)c1 (centres undefined),-1%,0%,18%,-5%,17%,0%,-4%,3%,4,-30%,7%

# Shown with two lines to a compound: part of the list above.
# Order of values: FLuc modulator | Rab9 prom act | Tb PFK block | NPC1 prom act | VP16 counter | RORgamma inh | p53 reactivator | ELG1 genotoxic | TRPV1 ag | BRCA1 expr up | ELG1 repair inh
Clc1ccc(NCc2cccnc2)c(Cl)c1
  -19% | -4% | ? | 1% | -13% | 1% | -2% | 4% | -5 | 33% | -3%
CCOC(=O)c1cnn(-c2nc(-c3ccccc3)cs2)c1C(F)(F)F
  ? | -3% | -4% | -5% | 3% | 21% | -4% | 0% | 11 | 5% | 0%
CCC[C@@H](CN1CCC[C@H]1CN1C(N)=NC[C@H]1C(C)C)N1C[C@@H](Cc2ccccc2)N(CCCC2CCCC2)C1=N
  . | . | -2% | . | . | . | -9% | 0% | . | 1% | ?
CC(C)(C)c1cc(C(c2cccnc2)N2CCN(CCO)CC2)cc(C(C)(C)C)c1O (centres undefined)
  -4% | -2% | -3% | -1% | 18µM* | 13µM* | -10% | ? | ? | -106%[inhibitor] | -2%
CC12CCC(=O)N1C(C(=O)N1CCN(S(=O)(=O)c3cccc(C(F)(F)F)c3)CC1)CS2 (centres undefined)
  0% | -2% | -2% | 0% | . | . | 0% | 2% | 28 | -9% | 0%
Cc1nn(-c2ccc(Cl)cc2)c(Cl)c1/C=C(\C#N)C(N)=O
  5% | 1% | -1% | 0% | 7% | -1% | 0% | 7% | 3 | -58% | ?
COc1ccc(N(C(=O)c2ccco2)C(C(=O)NC2CCCC2)c2cccs2)c(OC)c1 (centres undefined)
  -1% | 0% | 18% | -5% | 17% | 0% | -4% | 3% | 4 | -30% | 7%
